Screens (PubChem BioAssay)
DUSP3 inh – VHR1 phosphatase inhibitors, primary screen, biochemical, colorimetric, HTS; Dual specificity protein phosphatase 3 (Homo sapiens), P51452; recombinant VHR phosphatase, colorimetric substrate read-out; inhibition, % at 20 µM; hit rate 0.7% among 50,000; AID 1992, 2009; in the data active = inhibition above about 60%; also: some results filed as inactive read as strong as hits
Target sequence (P51452 whole entry, looked up): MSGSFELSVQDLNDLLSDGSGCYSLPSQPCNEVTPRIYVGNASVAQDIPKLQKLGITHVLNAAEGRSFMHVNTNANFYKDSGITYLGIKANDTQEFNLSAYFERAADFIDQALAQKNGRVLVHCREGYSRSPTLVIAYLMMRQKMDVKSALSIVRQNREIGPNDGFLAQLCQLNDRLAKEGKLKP
Active calls of the source: *. Some of the compounds tested; the hit share may differ from the screen's.

SMILES	DUSP3 inh
O=C(Nc1ccccc1F)C1(c2ccccc2)CC1(Cl)Cl (centres undefined)	4.6
Cc1[nH]n(-c2ccccc2)c(=O)c1/C=N/NC(=O)COc1ccc(C(C)(C)C)cc1	-15.8
O=C(CC1SC(=Nc2ccccc2)N(c2ccccc2)C1=O)NCc1ccccc1 (centres undefined)	-7.1
C=CCn1c2ccccc2n2cc(-c3ccc(C)cc3)nc12	20.1
Cc1ccc(OCC(O)Cn2c3ccccc3c3ccccc32)cc1C (centres undefined)	-5.9
Cc1ccc(-c2nc3ncccc3o2)cc1NC(=O)COc1ccc(C(C)(C)C)cc1	-4.3
O=C(CSc1nc2ccccc2o1)Nc1ncccn1	-21.7
Cc1[nH]n(-c2ccccc2)c(=O)c1C(c1ccc(OC(=O)c2ccccc2F)cc1)c1c(C)[nH]n(-c2ccccc2)c1=O	21.4
O=C(O)CN1C(=O)C2CC=CCC2C1=O (centres undefined)	-15.7
CN(C)C=Nc1ncnc2c(C#N)c3n(c12)CCCCC3	0.7
CC(C)Oc1cccc(C(=O)N2CCCC2)c1	-22.5
COc1cc(C=C2C(=O)NC(=O)NC2=O)cc(I)c1OCc1ccc([N+](=O)[O-])cc1	-4.6
CCOC(=O)c1sc(NC(=O)c2nn3c(c2Cl)NC(c2cccs2)CC3C(F)(F)F)c(C(=O)OCC)c1C (centres undefined)	-16.1
COc1ccc2c(c1)OCC/C2=N/OC(=O)c1ccc(OC)c([N+](=O)[O-])c1	-7.6
COCCOC(=O)c1c(C)oc2ccc(OC(=O)c3ccc(OC)cc3)cc12	-9.5
CCOc1ccc2nc(SCC(=O)Nc3cc(Cl)ccc3C)sc2c1	4.0
C=CCN(c1ccccc1C(=O)O)S(=O)(=O)c1ccc(C)cc1	-17.1
O=C(Nc1cnc2ccccc2c1)C1COc2ccccc2O1 (centres undefined)	23.5
CC(C)NC(=O)COc1cccc(Cl)c1	-12.1
O=C(Nc1ccccc1C(F)(F)F)c1cnn2c(C(F)(F)F)cc(-c3ccccc3)nc12	-3.1
CCOC(=O)C(C)Oc1ccc2c(C)c(CC)c(=O)oc2c1 (centres undefined)	-26.7
CC(C)CCNC(=O)C(=O)Nc1ccccc1F	-10.3
CCOC(=O)Cc1nnc(Nc2cccc(C)c2)c2ccccc12	-11.5
CCc1ccc(NC(=O)CSc2ccc(Cl)cc2)cc1	4.5
CCC(Oc1ccccc1)C(=O)N1CCN(c2ccccc2)CC1 (centres undefined)	-14.5
C=CCNS(=O)(=O)c1ccc(N2C(=O)c3ccccc3C2=O)cc1	19.6
O=C(Oc1ccc([N+](=O)[O-])cc1)c1cc(S(=O)(=O)N2CCOCC2)ccc1Cl	-0.4
COc1ccc(C2=NN(c3nc(-c4ccc(C)c(C)c4)cs3)C(c3ccc(OC)cc3)C2)cc1 (centres undefined)	-3.6
Cc1[nH]n(-c2ccc(Cl)cc2)c(=O)c1/C=N/NC(=O)c1ccccc1[N+](=O)[O-]	-37.1
Cc1oc(C(=O)O)cc1COc1ccc2oc3ccccc3c2c1	-18.5

Laid out differently: results already given.
COCCOC(=O)c1c(C)oc2ccc(OC(=O)c3ccc(OC)cc3)cc12
  DUSP3 inh: -9.5
CCOc1ccc2nc(SCC(=O)Nc3cc(Cl)ccc3C)sc2c1
  DUSP3 inh: 4.0
C=CCN(c1ccccc1C(=O)O)S(=O)(=O)c1ccc(C)cc1
  DUSP3 inh: -17.1

More records:
SMILES	DUSP3 inh
Cc1ccc(C(=O)Nc2sc3c(c2C(=O)N2CCCCCC2)CCC(C)C3)cc1 (centres undefined)	2.7
COc1ccc(NC(=O)C(c2ccccc2)c2ccccc2)c([N+](=O)[O-])c1	12.8
CCN(CC)c1ccc(N=Cc2c(O)[nH]c(=S)[nH]c2=O)cc1	6.4
COc1ccc(-c2nc(=S)c3c(n2CCO)CCCC3)cc1	3.4
COc1ccccc1NC(=O)CSc1nc(C)cc(C)n1	-21.3
Cc1cc(Cl)ccc1OC(C)C(=O)NCc1cccnc1 (centres undefined)	-37.8
CC(C)(C)C(=O)Nc1sc2c(c1C(=O)Nc1ccccc1)CCCCC2	9.3
COc1ccc(OC)c(/C=N\NC(=O)c2c(C)nc3cc(C)ccn23)c1	-2.6
O=C1CC(N2CCC(Cc3ccccc3)CC2)C(=O)N1Cc1ccc(Cl)cc1 (centres undefined)	-19.1
Cc1cccc(C)c1NC(=O)COc1ccc2ccccc2c1	-4.0
O=C(O)c1ccc(-n2c(/C=C\c3ccccc3)nc3ccccc3c2=O)cc1	-3.5
Cc1sc2nc(-c3ccc(C(C)(C)C)cc3)oc(=O)c2c1C	0.5
CC1CCc2c(nc3ccccc3c2C(=O)O)C1 (centres undefined)	-2.8
CCc1cc(=O)oc2cc(OCC(=O)c3ccc(Cl)cc3)ccc12	1.3
CCOC(=O)C1=C(C)N=c2s/c(=C\c3ccc(I)cc3)c(=O)n2C1c1ccc(OC)c(OC)c1 (centres undefined)	-12.3

Fetched by structure from the entries so far (3):
SMILES	DUSP3 inh
COc1ccc(OC)c(/C=N\NC(=O)c2c(C)nc3cc(C)ccn23)c1	-2.6
CC(C)CCNC(=O)C(=O)Nc1ccccc1F	-10.3
O=C1CC(N2CCC(Cc3ccccc3)CC2)C(=O)N1Cc1ccc(Cl)cc1 (centres undefined)	-19.1

Further results.
SMILES	DUSP3 inh
COc1ccc(NC(=O)COc2cccc(C)c2C)c([N+](=O)[O-])c1	-7.4
COc1ccc(CCNC(=O)c2cc(Cl)ccc2OC)cc1	5.0
Cc1cc(OCC(N)=O)c2c3c(c(=O)oc2c1)CCC3	-16.2
O=S(=O)(c1cccs1)N1CCc2ccccc2C1	0.6
COC(=O)c1sccc1NS(=O)(=O)c1cc(Cl)ccc1Cl	-15.9
Cn1c(O)c(C(N)=NC(=O)c2ccccc2)c(=O)n(C)c1=O	-10.1
COc1ccc(OC)c(C2/C(=C(\O)c3ccccc3)C(=O)C(=O)N2CCN(C)C)c1 (centres undefined)	-5.5
CN(C)C(=O)C(=O)c1c[nH]c2ccccc12	-2.7
Cc1ccc(-n2c(C)cc(/C=N/NC(N)=S)c2C)cc1	19.6
Cc1ccc(NC(=S)NC(=O)c2ccco2)cc1C	-9.3
COc1cccc(/C=C/c2cc(C(F)(F)F)[nH]c(=O)n2)c1OC	-3.6
COC(=O)c1c(NC(=O)/C=C/c2cccc([N+](=O)[O-])c2)sc2c1CCCC2	-9.0
CC(=O)N1CCN(c2ccc(NC(=O)c3ccccc3Br)cc2)CC1	-18.9
O=C(COc1ccc2ccccc2c1)Nc1cccc(I)c1	-1.3
Cc1cc(NC(=O)c2cc(-c3ccccc3)nc3ccccc23)no1	-41.4
O=C(N/N=C/c1ccccn1)c1ccc([N+](=O)[O-])cc1Cl	-38.7
CC(C)OC(=O)c1ccc(NC(=O)c2cncc(Br)c2)cc1	-20.7
CCOc1ccccc1C(=O)N/N=C/c1cn(-c2ccccc2)nc1-c1ccc(OC)cc1	-5.7
CCOC(=O)c1c(NC(=O)c2ccc(C)o2)sc2c1CCC(C)C2 (centres undefined)	-16.4
O=S(=O)(Nc1ccc(F)c(Cl)c1)c1ccccc1Cl	-31.2
O=C(NC(Nc1ccccc1)C(=O)c1cccs1)c1ccccc1 (centres undefined)	-26.1
Cc1ccc(C(=O)N/C(=C\c2cccc(Oc3ccccc3)c2)C(=O)NCc2ccncc2)cc1	12.6
COc1ccccc1N1C(=O)NC(=O)C(=Cc2cc(OC)c(O)c([N+](=O)[O-])c2)C1=O	-18.7
O=C(O)c1nn2c(c1Cl)NC(c1ccccc1)CC2C(F)(F)F (centres undefined)	11.7
Cc1nc(-c2ccccc2)sc1C(=O)Nc1ccc2c3c(cccc13)CC2	-18.1
Cc1ccc(NC(=O)CCC(=O)O)c(C)c1	-20.2
CC(=O)c1ccc(NC(=O)c2ccc(-c3ccc([N+](=O)[O-])cc3)o2)cc1	-2.4
O=C1c2ccccc2C(=O)N1n1cnnc1	8.7
CC(=C1C(=O)c2ccccc2C1=O)N1CCN(c2ccc([N+](=O)[O-])cc2)CC1	-30.0
O=C(O)C1=CNC=C(C(=O)O)C1c1ccc(O)cc1	18.5

Next section; it opens with the 2 that closed the last part.
SMILES	DUSP3 inh
CC(=C1C(=O)c2ccccc2C1=O)N1CCN(c2ccc([N+](=O)[O-])cc2)CC1	-30.0
O=C(O)C1=CNC=C(C(=O)O)C1c1ccc(O)cc1	18.5
CC(C)CNC(=O)c1cc(-c2cccs2)nc2ccccc12	-32.5
Nc1nnc(SCC(=O)Nc2ccccc2[N+](=O)[O-])s1	-6.6
O=C(c1sc2cc(Cl)ccc2c1Cl)N1CCOCC1	-34.9
COc1ccccc1C(=O)N1CCN(C(=O)c2ccc([N+](=O)[O-])cc2)CC1	-3.0
CCOc1c(Cl)cc(/C=C2\C(=O)NC(=O)N(C)C2=O)cc1Cl	85.2
COc1cccc(N2C(=O)/C(=C/c3ccccc3Cl)SC2=S)c1	-10.6
CCc1nnc(NS(=O)(=O)c2ccc(NC(=O)c3cccc4ccccc34)cc2)s1	-1.1
COc1ccc(N(CC(=O)N/N=C/c2cccc3ccccc23)S(=O)(=O)c2ccccc2)cc1	-75.0
Cc1cccc(C(=O)Nc2ccccc2CO)c1	-11.9
CCOC(=O)C1=C(c2ccccc2)NC(=S)NC1c1ccccc1 (centres undefined)	3.5
COc1ccc(S(=O)(=O)Nc2cccc3ccccc23)cc1Br	-10.3
O=c1oc2cc(O)ccc2cc1-c1csc(-c2ccc(-c3ccccc3)cc2)n1	-13.6
O=C(Nc1ccc(-c2nc3ccccc3o2)cc1)c1ccco1	10.9
CCOCCOC(=O)c1ccc(NC(=O)c2ccc(Br)cc2)cc1	-5.4
COc1ccccc1Cc1noc(-c2ccccc2Cl)n1	20.3

Reprinted from the part before: 5 entries, followed by the next part.
SMILES	DUSP3 inh
COc1ccc(S(=O)(=O)Nc2cccc3ccccc23)cc1Br	-10.3
O=c1oc2cc(O)ccc2cc1-c1csc(-c2ccc(-c3ccccc3)cc2)n1	-13.6
O=C(Nc1ccc(-c2nc3ccccc3o2)cc1)c1ccco1	10.9
CCOCCOC(=O)c1ccc(NC(=O)c2ccc(Br)cc2)cc1	-5.4
COc1ccccc1Cc1noc(-c2ccccc2Cl)n1	20.3
O=C1S/C(=C\c2cccc(Cl)c2)C(=O)N1Cc1ccccc1	-12.3
COc1ccc(NC2CC(=O)N(c3ccccc3)C2=O)cc1 (centres undefined)	2.3
Brc1ccccc1CN1CCN(Cc2ccccn2)CC1	22.0
COc1cc(OC)cc(C(=O)Nc2cccc(Cl)c2Cl)c1	0.8
O=C(c1cc(-c2ccccc2)nc2ccccc12)N1CCOCC1	-0.8
O=C1N/C(=N\N=C\c2ccccc2O)SC1Cc1ccc(Br)cc1 (centres undefined)	-16.2
COc1ccc(-c2ccc(/C=C3/C(=O)NN(c4ccc(C)c(Cl)c4)C3=O)o2)c([N+](=O)[O-])c1	-6.0
COc1ccccc1N1C(=O)NC(=O)/C(=C\c2cc3ccccc3n2C)C1=O	36.2
CCOc1ccc(NC(=O)c2cc(C(=O)O)ccc2C(=O)O)cc1	-4.0
Cc1ccc(C)c(S(=O)(=O)Nc2ccc(OC(=O)c3ccc(Cl)cc3)cc2)c1	-0.7
O=[N+]([O-])c1ccc(-c2nc(-c3ccc(Cl)cc3)no2)cc1	-0.4
O=C(O/N=C(/c1ccccc1)c1ccncc1)c1ccc(Br)cc1	-18.1
CCCOc1ccc(C2C3=C(CC(C)(C)CC3=O)OC3=C2C(=O)CC(C)(C)C3)cc1OCC	3.2
COc1cc(NC(=O)c2nn3c(c2Cl)NC(c2ccc(OC)c(OC)c2)CC3C(F)(F)F)cc([N+](=O)[O-])c1 (centres undefined)	-3.2
COc1ccc(C2=N/C(=C/c3ccc(F)cc3)C(=O)N2c2ccc(O)cc2)cc1	5.2
CC(=O)Nc1c(Br)cc(C23CC4CC(CC(C4)C2)C3)cc1Br	-5.5
Cc1ccc(-c2nc3cc(Cl)cc(Cl)c3o2)cc1NC(=O)COc1ccc([N+](=O)[O-])cc1	2.9
Cc1ccnc(NC(=O)/C=C/c2cccc([N+](=O)[O-])c2)c1	-18.3
CC(=O)NC1=NN(C(C)=O)C(c2ccc(Br)cc2)S1 (centres undefined)	3.5
CCC1(C)CC(CCN)(c2ccc(C)cc2)CCO1 (centres undefined)	-7.7
CCc1ccc(CN/C=C/C(=O)c2ccc(Br)cc2)cc1	0.4
O=C(Nc1nnc(Cc2ccc(Cl)cc2)s1)c1ccccc1F	15.2
Cc1ccc(/C(O)=C2\C(=O)C(=O)N(c3nncs3)C2c2cccc([N+](=O)[O-])c2)cc1 (centres undefined)	-9.7
CCN(CC)CCNc1ccc(Nc2ccnc3cc4ccccc4cc23)cc1	-10.9
CC(=O)c1ccc(NC(=O)c2ccc(CN3CCc4ccccc4C3)cc2)cc1	-27.9
Cn1c2c(c(=O)n(C)c1=O)C(c1ccc([N+](=O)[O-])o1)C1=C(N2)c2ccccc2C1=O (centres undefined)	0.0
Cc1ccccc1C1(c2ccccc2C)CC1C(=O)Nc1cccc(Cl)c1 (centres undefined)	-7.2
Cc1ccccc1NC(=O)c1c(NC(=O)C(C)(C)C)sc2c1CCC(C)C2 (centres undefined)	-4.8
O=C1N=c2ccc([N+](=O)[O-])cc2=C1c1sc(=S)n(Cc2ccccc2)c1O	14.6
Cc1ccsc1/C=C1\SC(=S)N(CCC(=O)O)C1=O	-4.3
CCOC(=O)C1=C(Nc2ccc(Br)cc2)CC(C)(O)C(C(=O)OCC)C1c1ccccc1 (centres undefined)	-19.6
CCOC(=O)c1sc(NC(=O)c2cnccn2)c(C(=O)OCC)c1C	0.1
O=C(Nc1nnc(COc2ccc(C3CCCCC3)cc2)s1)c1cccc(Cl)c1	-4.7
CSc1ccc(CN2CCN(S(C)(=O)=O)CC2)cc1	-16.0
CC(C)CNC(=O)c1cc(-c2ccco2)nc2ccccc12	-6.9
COc1ccc(/C=C/C(=O)OCc2ccc([N+](=O)[O-])cc2)cc1S(=O)(=O)N1CCCCC1	-19.5
O=C1C2C(c3ccc(Cl)cc3)OC3(C(=O)c4ccccc4C3=O)C2C(=O)N1c1ccc(F)c([N+](=O)[O-])c1 (centres undefined)	3.4
